Screening data as filed in PubChem BioAssay.
NadD block: blocks S. aureus nicotinate mononucleotide adenylyltransferase; purified NadD enzyme, colorimetric absorbance read-out; inhibition, % at 20 µM; 360,000 compounds, 0.78% hits; in the data active = inhibition above about 26%; also: some compounds past the cut are filed as inactive
Neddyl block: cullin neddylation inhibition | P61081+Q13564 | TR-FRET cullin neddylation, biochemical | calls only at 25 µM | AID 651699 | 360,000 compounds, 0.58% hits; in the data active = inhibition above about 36%
LMPTP block: LMPTP (human) inhibition; P24666; recombinant LMPTP-A, OMFP fluorogenic substrate, fluorescence intensity; inhibition, % at 20 µM; 360,000 compounds, 0.22% hits;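 active = compounds that cut the enzyme signal by at least half of the control window in the single-dose screen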;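 also: plate controls were DMSO wells with enzyme plus substrate for no effect and substrate without enzyme for full effect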
Target sequence (P24666 whole entry, looked up): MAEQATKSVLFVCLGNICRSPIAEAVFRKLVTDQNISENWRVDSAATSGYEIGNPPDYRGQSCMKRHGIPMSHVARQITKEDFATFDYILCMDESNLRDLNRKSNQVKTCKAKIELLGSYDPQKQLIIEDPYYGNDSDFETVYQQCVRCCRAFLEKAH
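Assay system: LMPTP-A enzyme. Input: 0.625 nM LMPTP-A final. Probe or stimulus: 400 µM OMFP. Compound dosing: single 20 µM dose. Schedule: 50 min dark incubation at room temperature. Detection: fluorescence intensity of OMFP turnover product. Read-out: percent inhibition versus substrate-only and uninhibited controls. Benchmarks: no-enzyme low control, uninhibited high control.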
SKN-1 block: blocks SKN-1 activity in C. elegans; C. elegans VP596 Pgst-4::GFP/RFP ratio, acrylamide-induced, 24 h; inhibition, % at 21.8 µM; 360,000 compounds, 0.49% hits; AID 624304;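 active = interference check ratio from 0.5 to 1.5 plus GFP to RFP signal ratio inhibition reaching or exceeding a fixed threshold, cut at about 30% in these data, passing the limit was not always enough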; also: some compounds called inactive have numbers as strong as hits
CendR NRP1 mod: alters CendR peptide binding to human NRP-1 | O14786 | FAM-RPARPAR peptide binding to NRP-1, fluorescence polarization | inhibition, % at 25 µM | 360,000 compounds, 0.85% hits;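 active = inhibition or corrected inhibition above about 18%, plus a signal ratio from 0.5 to 1.5, limit read from the data, passing the limit was not always enough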; also: strong numbers were not always called active
STEP block: blocks human striatal-enriched tyrosine phosphatase. P54829. recombinant STEP, OMFP fluorogenic substrate, fluorescence. inhibition, % at 20 µM. 360,000 compounds, 0.25% hits. AID 588621;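 active = inhibition at 20 µM, scaled per plate between control wells, above about 37%, limit read from the data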;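 also: 0% = DMSO with enzyme and substrate and 100% = substrate only without enzyme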
Target sequence (P54829 whole entry, looked up): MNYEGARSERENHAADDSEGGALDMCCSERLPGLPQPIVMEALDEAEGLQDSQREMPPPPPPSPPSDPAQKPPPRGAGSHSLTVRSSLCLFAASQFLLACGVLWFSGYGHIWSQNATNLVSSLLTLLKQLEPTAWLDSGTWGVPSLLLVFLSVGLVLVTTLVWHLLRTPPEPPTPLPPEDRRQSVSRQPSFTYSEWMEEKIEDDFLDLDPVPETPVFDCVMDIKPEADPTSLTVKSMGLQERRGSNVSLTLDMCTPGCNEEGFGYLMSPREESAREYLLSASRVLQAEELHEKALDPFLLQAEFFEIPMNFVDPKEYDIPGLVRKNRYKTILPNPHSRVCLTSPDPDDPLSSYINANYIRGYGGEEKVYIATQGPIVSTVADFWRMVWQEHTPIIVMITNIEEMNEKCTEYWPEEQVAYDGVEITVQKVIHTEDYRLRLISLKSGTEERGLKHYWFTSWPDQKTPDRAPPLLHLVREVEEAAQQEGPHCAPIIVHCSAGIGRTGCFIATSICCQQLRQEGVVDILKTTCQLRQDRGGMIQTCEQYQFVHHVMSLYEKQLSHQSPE
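System: STEP phosphatase, cell-free reaction; Buffer or medium: Bis-Tris pH 6.0 buffer with DTT, detergent; Incubation: 20 min at room temperature, dark; Measured by: fluorescence, 480/540 nm.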
DNMT1 block: inhibitors of human DNMT1; DNMT1 molecular beacon, Hinp1I cleavage, fluorescence; inhibition (reported as % activation of signal), % at 10 µM; 360,000 compounds, 0.83% hits; in the data active = inhibition above about 50%
Scp-1 inhibitor: inhibitors of human Scp-1 phosphatase. 340,000 compounds, 0.88% hits. inhibition, % at 20 µM. Recombinant Scp1, phosphopeptide, malachite green phosphate absorbance;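 active = inhibition above about 50% at 20 µM, limit read from the data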;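 also: plate controls were DMSO wells with enzyme for no effect and wells lacking enzyme for full effect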
Target sequence (Q9GZU7 76-261 limits assumed): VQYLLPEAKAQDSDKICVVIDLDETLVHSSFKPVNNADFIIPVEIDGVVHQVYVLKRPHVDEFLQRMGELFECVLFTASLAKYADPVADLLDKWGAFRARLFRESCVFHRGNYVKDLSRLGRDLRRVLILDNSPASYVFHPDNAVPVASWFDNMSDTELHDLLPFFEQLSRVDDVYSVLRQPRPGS
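Times: enzyme reaction 45 min at room temperature, colour 5 min, stabilisation 30 min. Material: SCP-1 catalytic fragment, aa 76-261. Medium: Acidic Tris acetate buffer with magnesium and detergent. Signal: colorimetric free-phosphate detection, absorbance 630 nm. Read-out basis: % inhibition of SCP-1 phosphate liberation. Reagent: Phosphorylated 17-residue peptide substrate.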
Tb MetRS inh: blocks T. brucei methionyl-tRNA synthetase activity; purified T. brucei MetRS, ATP depletion, Kinase-Glo luminescence; inhibition, % at 11.9 µM; 360,000 compounds, 0.4% hits;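 active = inhibition above a per-plate cutoff of the control wells' mean inhibition plus 3 SD, cut at about 5.5% in these data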;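 also: 0% = DMSO wells median and 100% = median of wells with control inhibitor compound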
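Measured by: Kinase-Glo luciferase luminescence reporting remaining unconsumed ATP. Material: purified T. brucei MetRS enzyme. Doses: 11.9 µM compound single dose, 0.9% DMSO. Medium: HEPES buffer containing pyrophosphatase, BSA, spermine, DTT. Times: 15 min preincubation, 2 h reaction, all 25 °C. Reagent: methionine, ATP and bulk E. coli tRNA.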
SUMO1-SIM PPI: modulators of human SUMO1-mediated protein-protein interactions | SUMO1 binding to a labelled peptide, TR-FRET, 1 h | inhibition, % at 20 µM | 360,000 compounds, 0.33% hits | AID 602429; in the data active = inhibition above about 37%
Target sequence (P63165 whole entry, looked up): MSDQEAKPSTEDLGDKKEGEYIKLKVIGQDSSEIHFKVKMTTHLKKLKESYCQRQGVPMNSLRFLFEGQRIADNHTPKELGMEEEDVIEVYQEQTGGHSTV
The depositor's hits bear a star; i = inactive; . = no result given.

SMILES	NadD block	Neddyl block	LMPTP block	SKN-1 block	CendR NRP1 mod	STEP block	DNMT1 block	Scp-1 inhibitor	Tb MetRS inh	SUMO1-SIM PPI
CCN(C1CCCCC1)S(=O)(=O)c1ccc(-n2cnnn2)c(C)c1	-0.5	i	-0.1	3.2	0.4	1.3	-0.5	-9.8	0.5	9.3
CCOC(=O)c1ccccc1NCN1C(=O)CSC1=O	-1.6	i	-1.1	3.3	-13.2	-5.7	-1.7	-1.8	0.5	1.7
Cc1ccc(NC(=S)N(CCN(C)C)Cc2cc3cc(C)cc(C)c3[nH]c2=O)cc1	-2.5	i	-1.8	4.6	-9.0	1.3	7.0	3.7	-0.5	3.3
Cc1ccc([C@@H]2[C@@H]3C(=O)N(C)C(=O)[C@@H]3[C@]3(C)C(=O)N(Cc4ccc(-c5ccccc5)cc4)CC(=O)N23)o1	-0.9	i	-1.9	2.3	3.9	-0.9	-5.0	-1.9	-0.4	1.3
COc1ccc(N2CCN(C(=O)[C@@H](NC(=O)c3cc(OC)cc(OC)c3)C(C)C)CC2)cc1	0.2	i	-0.7	8.6	4.0	-0.6	-1.2	-3.0	-0.9	1.6
CC1Cc2ccccc2N1C(=O)CCNS(=O)(=O)c1ccc2c(c1)CCC(=O)N2 (centres undefined)	1.3	i	-0.3	-10.4	0.1	-2.1	-1.3	-0.3	-0.8	0.0
Cc1ccc(N(Cc2ccccc2)C(=O)c2cccc(F)c2)cc1	1.0	i	2.3	23.9	-0.8	0.0	-9.9	-6.9	-0.4	1.4
COc1ccc2c(Cl)c(-c3nnco3)sc2c1	-10.4	i	0.9	-9.2	-5.5	0.4	-0.8	-10.4	-0.2	-0.7
COc1ccc(S(=O)(=O)NCc2ccc(C(=O)NCCCN3CCCC(C)C3)cc2)cc1 (centres undefined)	-3.3	i	-0.5	6.0	4.2	0.2	0.6	-2.2	0.3	-2.9
Cc1ccc(NC(=O)C(c2ccccc2)N2CCN(CC(=O)NC3CC3)CC2)cc1 (centres undefined)	4.1	i	-0.7	6.4	9.8	0.3	1.5	-6.1	-0.3	3.5
Cc1cc(C)n(C(=O)COc2ccccc2[N+](=O)[O-])n1	-8.1	i	-0.8	-10.2	-7.6	-1.6	-3.1	-8.9	-0.1	-5.0
CCN1C(=O)N[C@@H](CCc2ccccc2)[C@H](C(=O)OC)[C@H]1C	-3.5	i	0.5	-8.2	3.8	0.5	-1.0	-3.6	0.4	1.1
COCCNC(=O)COc1ccc(Nc2ccccc2)cc1	2.7	i	-0.5	11.8	-0.8	-2.1	-11.1	0.4	-1.1	0.5
CN1C(=O)c2ccc(NC(=O)c3ccc(Cl)cc3Cl)cc2C1=O	0.5	.	-0.3	6.8	22.4	-0.3	0.3	-4.5	0.1	-6.7
O=C(O)CCn1cc(C(=O)O)c(-c2ccccc2)n1	-2.5	i	-2.2	-14.5	6.1	0.4	2.9	-9.0	-0.3	-1.9
O=C(NCc1ccco1)c1ccc(S(=O)(=O)N2CCCc3ccccc32)cc1	-11.9	i	1.8	1.8	0.1	4.3	-8.4	-8.4	-0.7	-2.9
COc1ccc(C2=NC(C)(C)Cc3cc(OC)c(OC)cc32)cc1	-9.0	i	-2.5	8.6	12.3	-1.8	0.5	-4.2	0.1	-15.9
Cc1cccc(NC(=O)CSCC(=O)N(C)Cc2ccc(Cl)c(Cl)c2)c1	-1.8	i	-6.9	8.1	-1.1	-4.9	-11.4	-11.5	-0.1	-42.1
O=[N+]([O-])c1ccc(NC(=S)NCc2ccncc2)cc1	-5.7	i	1.2	9.8	18.3	0.1	0.2	-7.3	0.6	-24.6
COc1ccc(Cl)cc1NC(=O)CNc1ccccc1N1CCOCC1	3.0	i	1.1	-1.4	6.2	-4.3	-8.3	-0.7	-0.3	-2.5
CCOC(=O)Cc1nnc(NC(=O)c2ccccc2OCC)s1	-8.9	i	-0.7	-2.4	5.7	1.6	0.1	-4.3	-0.3	2.7
O=C(Nc1cc(C(F)(F)F)ccc1N1CCOCC1)C1CC1	2.8	i	-1.1	13.2	9.0	-1.7	2.2	-1.4	0.7	-1.8
Cc1ccc(C)c(NC(=O)CS(=O)(=O)c2cccc3nsnc23)c1	-3.5	i	-1.4	-5.4	6.4	-1.2	-0.4	1.3	-0.7	-29.4
CS(=O)(=O)c1nc(S(=O)(=O)c2ccc(Cl)cc2)c(N2CCC3(CC2)OCCO3)s1	-11.2	i	-0.2	-11.2	-8.2	1.2	-0.7	-15.6	-0.3	-0.8
CC(=O)N(C(C)=O)N1C(=O)c2cccc3c(N4CCOCC4)ccc(c23)C1=O	-1.7	i	2.7	-17.6	6.5	-3.2	5.0	4.0	-0.7	-28.1
O=C(CC(C(=O)O)c1ccccc1)Nc1ccccc1 (centres undefined)	-2.7	i	-1.6	-4.0	-12.9	0.5	10.9	-2.7	-0.7	-2.8
COC(=O)c1cc(Cl)c(NC(=O)c2ccco2)cc1OC	-4.1	i	-1.6	28.4	-3.7	-1.5	0.2	-2.2	-0.5	-1.2
Cc1c(C)c2ccc(OCC(=O)NCCCn3ccnc3)c(C)c2oc1=O	-5.3	.	-5.4	0.8	-1.7	-0.9	-2.3	-3.1	0.0	-2.9
Cc1cccc(C)c1OCc1nnc(SCC(=O)Nc2cccc(C(=O)N3CCOCC3)c2)n1C	1.6	i	0.1	-4.0	-5.0	0.1	4.5	-5.1	-0.3	1.1
COc1ccccc1N(C)S(=O)(=O)c1ccc(Cl)c(C(=O)NCc2cccnc2)c1	-2.0	i	-1.6	-3.0	-1.3	2.4	6.3	-9.0	-0.4	0.0
CN(C)/C=C/C(=O)c1ccc2noc(-c3ccc(F)cc3)c2c1	-5.9	i	0.1	5.6	-9.9	2.3	-5.8	-2.8	-0.3	-35.3
CSc1ncccc1C(=O)OCC(=O)c1ccc(Br)s1	-1.3	i	1.1	-12.1	14.4	0.9	-3.9	-1.4	-0.9	-3.9
COC(=O)C1=C(N)Oc2cc(C)n(C)c(=O)c2C1c1ccc(Cl)c(Cl)c1 (centres undefined)	1.1	i	0.2	13.2	2.5	-3.4	-5.1	6.8	2.8	4.4
CN(C)CCCNC(=O)N1c2ccccc2C=Cc2ccccc21	-3.7	i	-4.2	6.7	5.0	5.2	-1.4	-4.7	-1.1	-0.1
COc1cccc(CN(C)C(=O)Cc2c[nH]c3ccccc23)c1	0.3	i	1.9	-1.8	1.5	2.1	-1.2	-6.9	-0.1	0.8
CC(=O)Nc1nc2c(ccc3ccccc32)s1	9.4	i	-1.1	3.7	-8.8	-2.3	-3.8	72.2*	0.2	5.5
CC(C(=O)N1CCN(C(=O)c2ccco2)CC1)N1C(=O)NC2(CCCCC2C)C1=O (centres undefined)	5.0	i	-1.3	4.3	5.0	-3.6	2.9	-9.7	0.8	-1.1
COc1ccc(C(C(=O)NCc2ccccc2)N(Cc2cccs2)C(=O)c2cnccn2)cc1 (centres undefined)	1.4	i	-0.4	-0.9	6.9	0.3	-14.1	-2.0	-0.5	-1.3
Cc1cc(C)nc(Nc2nc(=O)c3ccccc3s2)n1	-3.9	i	-1.8	7.4	20.9*	0.6	2.1	-3.0	-0.3	2.1
COc1cc(OC)nc(NC(=O)NS(=O)(=O)c2ccc(OC(F)(F)F)cc2)n1	9.3	i	-0.2	-13.1	-5.5	-3.3	0.4	-7.7	-0.2	1.1
O=C(CN(c1ccccc1)S(=O)(=O)c1ccccc1[N+](=O)[O-])Nc1ccccc1C(=O)N1CCOCC1	0.3	i	-0.2	0.6	6.7	1.9	2.5	-3.2	-0.2	-2.4
CC(C)c1ccc(N2C(=NC(=O)C3CC3)SC3CS(=O)(=O)CC32)cc1 (centres undefined)	-4.9	i	0.8	20.9	0.0	-0.8	0.6	-3.5	-0.9	2.4
CCOc1ccc2nc(N3CCOCC3)nc(C)c2c1	4.0	.	-1.8	19.4	11.9	-1.4	0.5	0.5	-0.5	-6.5
COCc1c(Br)c(C)nc2sc3c(=O)[nH]nnc3c12	-0.2	i	-4.4	-7.5	1.1	-6.1	5.6	0.8	-1.9	3.7
O=S(=O)(c1ccc(Cl)c2ccccc12)N1CCCC1	-1.4	i	-0.5	-12.2	3.4	1.4	0.7	-6.5	1.1	-4.3
c1ccc2c(NCC3CCCO3)nc(N3CCOCC3)nc2c1 (centres undefined)	-1.9	.	9.6	-12.3	12.3	-1.5	-0.2	-4.1	-0.6	0.7
Cc1cnc(NC(=O)CSc2nc3ccccc3c(=O)[nH]2)s1	1.0	i	1.3	9.2	11.1	2.2	0.9	-4.8	0.2	6.2
CCOC(=O)C(=NC1CCS(=O)(=O)C1)NNc1ccc(Br)cc1 (centres undefined)	2.6	i	0.9	3.0	8.0	-1.8	1.7	2.6	15.2*	-8.5
N#CC1=C(N)Oc2cc(O)ccc2C1c1ccc(Br)s1 (centres undefined)	-0.6	i	1.3	9.3	-123.9	-0.1	-17.1	-7.3	-1.1	-17.7
O=C(CSc1nnc(NC2CCCCC2)s1)Nc1ccc2c(c1)C(=O)c1ccccc1C2=O	45.9*	i	3.6	10.4	-5.5	1.2	-1.8	8.7	-1.0	-12.2
Cc1ccc(S(=O)(=O)N(C)CC(=O)NCC(=O)Nc2ccc(F)c(F)c2F)cc1	-5.1	i	-2.0	0.9	14.6	-0.8	2.4	-15.3	-0.2	0.3
CC1CN(C(=O)COC(=O)c2ccc(Cl)c(S(=O)(=O)N3CCCCC3)c2)CC(C)O1 (centres undefined)	-2.1	i	-0.6	-3.6	3.0	-1.0	-0.5	-8.7	0.0	3.0
Cc1ccnc(NC(=O)c2sc3cc(Cl)ccc3c2Cl)c1	-0.7	i	-1.0	-1.1	-4.6	-1.8	19.8	-3.1	0.7	5.0

Three of these compounds in a different format.
N#CC1=C(N)Oc2cc(O)ccc2C1c1ccc(Br)s1 (centres undefined)
- NadD block = -0.6
- Neddyl block = i
- LMPTP block = 1.3
- SKN-1 block = 9.3
- CendR NRP1 mod = -123.9
- STEP block = -0.1
- DNMT1 block = -17.1
- Scp-1 inhibitor = -7.3
- Tb MetRS inh = -1.1
- SUMO1-SIM PPI = -17.7
Cc1cnc(NC(=O)CSc2nc3ccccc3c(=O)[nH]2)s1
- NadD block = 1.0
- Neddyl block = i
- LMPTP block = 1.3
- SKN-1 block = 9.2
- CendR NRP1 mod = 11.1
- STEP block = 2.2
- DNMT1 block = 0.9
- Scp-1 inhibitor = -4.8
- Tb MetRS inh = 0.2
- SUMO1-SIM PPI = 6.2
Cc1ccnc(NC(=O)c2sc3cc(Cl)ccc3c2Cl)c1
- NadD block = -0.7
- Neddyl block = i
- LMPTP block = -1.0
- SKN-1 block = -1.1
- CendR NRP1 mod = -4.6
- STEP block = -1.8
- DNMT1 block = 19.8
- Scp-1 inhibitor = -3.1
- Tb MetRS inh = 0.7
- SUMO1-SIM PPI = 5.0
